Source: PubChem (several laboratories)
MrgX1 ag – activates human MrgX1 receptor signaling; Q96LB2; MrgX1-HEK293 cells, Fluo-4 calcium fluorescence, agonist mode; hits give high values; B-score at 10 µM; actives 0.44% (n = 310,000); AID 588627;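 active = calcium response B-score plate-corrected fluorescence ratio at least 3 library SD, with starting fluorescence B-score inside 5 SD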
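Test system: HEK293 cells stably expressing human MrgX1 receptor; Input: fifteen thousand cells per well; Dosing: compound delivered in addition one of three; Schedule: overnight seeding, then 1 h dark dye loading; Technique: Fluo-4 NW calcium fluorescence; Measure: B-scored fluorescence response ratio; Controls: positive and negative controls per plate.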
TRPC6 activator – activators of mouse TRPC6 channel; Q61143; HEK293-TRPC6 membrane potential dye fluorescence; hits give high values; B-score at 10 µM; actives 0.13% (n = 310,000);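 active = B-score of the integrated fluorescence ratio above library mean plus 3 SD, and starting fluorescence ratio within library mean plus 5 SD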;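 also: higher score means more depolarization so channel activation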
Target sequence (Q61143 whole entry, looked up): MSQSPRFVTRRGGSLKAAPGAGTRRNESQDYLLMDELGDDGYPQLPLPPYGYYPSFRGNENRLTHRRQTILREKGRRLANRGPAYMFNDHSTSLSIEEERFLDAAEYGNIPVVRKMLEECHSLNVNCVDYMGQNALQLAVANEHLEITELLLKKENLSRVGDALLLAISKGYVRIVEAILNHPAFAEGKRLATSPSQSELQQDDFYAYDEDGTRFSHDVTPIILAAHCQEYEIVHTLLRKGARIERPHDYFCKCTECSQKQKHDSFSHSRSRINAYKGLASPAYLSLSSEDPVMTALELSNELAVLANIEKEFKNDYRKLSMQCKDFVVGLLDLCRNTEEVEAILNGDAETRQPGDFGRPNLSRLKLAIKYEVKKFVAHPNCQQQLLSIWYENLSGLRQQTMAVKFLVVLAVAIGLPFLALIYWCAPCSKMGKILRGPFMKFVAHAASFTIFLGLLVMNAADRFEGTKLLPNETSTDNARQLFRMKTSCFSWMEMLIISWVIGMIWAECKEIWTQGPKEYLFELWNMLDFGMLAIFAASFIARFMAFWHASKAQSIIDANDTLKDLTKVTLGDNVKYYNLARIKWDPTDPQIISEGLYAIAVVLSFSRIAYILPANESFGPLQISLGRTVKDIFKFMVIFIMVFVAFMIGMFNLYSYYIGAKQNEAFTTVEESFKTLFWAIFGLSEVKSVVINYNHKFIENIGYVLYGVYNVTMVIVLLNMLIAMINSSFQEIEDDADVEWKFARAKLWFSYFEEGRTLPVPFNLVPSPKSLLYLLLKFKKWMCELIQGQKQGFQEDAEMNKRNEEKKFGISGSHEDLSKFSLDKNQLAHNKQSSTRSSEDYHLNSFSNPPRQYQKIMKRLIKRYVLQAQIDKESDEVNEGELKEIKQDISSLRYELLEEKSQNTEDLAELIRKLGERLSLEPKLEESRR
TRPC6 inh – blocks the mouse TRPC6 cation channel | HEK293-TRPC6, membrane potential dye, ACh-evoked depolarization; hits give low values | B-score at 10 µM | actives 1.1% (n = 310,000) | AID 2553;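 active = B-score under library mean minus 3 SD, initial fluorescence not abnormally high, positive integrated signal ratio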;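 also: B-score derived from integrated fluorescence ratio over the kinetic read; more negative B-score means stronger inhibition of depolarization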
TRPC4 potent – allosterically enhances the mouse TRPC4 cation channel; Q9QUQ5; HEK293 TRPC4beta/mu-opioid, DAMGO EC20, Fluo-4 Ca2+ flux; hits give high values; B-score at 10 µM; actives 0.42% (n = 310,000);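 active = B-score of calcium response area above 5 SD of library B-scores, with initial fluorescence ratio within 5 SD of library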;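 also: B-score of integrated fluorescence ratio over time as area under calcium response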
AI-2 QS mod – Vibrio harveyi AI-2 quorum sensing modulation | Vibrio harveyi JMH597 AI-2 luminescence/OD600 ratio, 9 h; hits give low values; strain lacks LuxN and CqsS sensors; 0 = neutral-control median | activity change, % at 7.5 µM | actives 0.4% (n = 300,000); in the data active = activity change below about -75%, passing the limit was not always enough;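 also: luminescence divided by OD600 gain over 9 h not by final OD600 alone; inactives centre near 13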
TRPC4 inh – TRPC4 (mouse) channel inhibition; HEK293 TRPC4beta/mu-opioid, DAMGO-evoked Fluo4 calcium flux; hits give low values; actives 0.39% (n = 300,000); AID 2247; B-score at 10 µM;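 active = B-score over 3 SD under the library average, no early fluorescence shift, positive overall ratio signal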
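Signal: kinetic Fluo4 fluorescence imaging of calcium influx. Material: stable TRPC4beta/mu-opioid receptor HEK293 cells. Probe or stimulus: DAMGO in two steps, submaximal then maximal.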
PolyA inh – blocks polyadenylation in yeast reporter cells. actives 0.02% (n = 300,000). S. cerevisiae SKY197-pL101 polyadenylation reporter, beta-gal luminescence; efflux-impaired pdr1/pdr3 knockout yeast; score 100 = 6 SD above DMSO. AID 1875. calls only at 12 µM;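 active = lowest replicate activity score at least 50, where 100 means six control SD above control mean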;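 also: yeast exposed to compound for 9 h at 30 °C; higher score means more reporter readthrough which indicates perturbed polyadenylation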
HIF act – HIF pathway transcriptional activation; actives 0.32% (n = 300,000); AID 1910; activation, % at 7.5 µM (by protocol); U2OS HRE-luciferase reporter, luminescence; normalized: DMSO 0%, desferrioxamine 100%;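 active = mean activation of at least 10% of the iron chelator positive control signal, with at least half of replicates also reaching 10%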
MrgX1 PAM – allosterically activates human MrgX1 receptor signaling; MrgX1-HEK293, Fluo-4 calcium flux, FDSS; hits give high values; B-score at 10 µM; actives 0.63% (n = 310,000); AID 588675;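 active = plate-corrected calcium response at least 3 library SD above typical, normal starting fluorescence, not activating the receptor alone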;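 also: compound read alongside a low EC10 to EC30 dose of BAM8-22 agonist; peak minus trough fluorescence over baseline measured at the second addition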
TRPC4 act – TRPC4 (mouse) channel activation. Q9QUQ5. HEK293 TRPC4beta/mu-opioid, Fluo4 calcium fluorescence; hits give high values. B-score at 10 µM. actives 0.49% (n = 310,000). AID 2237;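 active = B-score above 5 SD of library B-scores, and initial fluorescence ratio not above library mean plus 5 SD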;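 also: positive B-score marks a calcium rise read as TRPC4 activation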
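System – HEK293 cells stably co-expressing mouse TRPC4beta and mu-opioid receptor · Signal – Fluo4 calcium-sensitive dye fluorescence, kinetic, 1 Hz baseline · Benchmarks – buffer (low) and maximal DAMGO (high) · Read-out – B score of integrated fluorescence ratio per well · Incubation – dye loading 45 min room temperature, 110 s kinetic read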
MrgX1 antagonist – human MrgX1 receptor antagonism, primary screen; actives 1.3% (n = 310,000); B-score at 10 µM; MRGX1-HEK293 calcium flux, Fluo-4, BAM8-22 antagonism; hits give low values;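 active = calcium-response B-score plate-corrected more than 3 library SD below zero, starting fluorescence within 5 deviations, no agonist response on first addition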;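 also: peak minus trough fluorescence over baseline after final BAM8-22 challenge near maximal dose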
* hit, by the source's call; i = inactive; . = not tested or not shown. Some of the compounds tested. The share of hits here may be higher or lower than overall.

Order of results: TRPC4 potent	TRPC6 inh	AI-2 QS mod	TRPC4 act	MrgX1 ag	PolyA inh	TRPC6 activator	TRPC4 inh	MrgX1 antagonist	HIF act	MrgX1 PAM
- C/C(=N\NC(=O)CC#N)C1COc2ccccc2O1 (stereo not given)
 : i	i	15	i	i	i	i	i	i	-0.2	i
- COCCN1CCc2c(C)nc3c(-c4ccc(OC)c(OC)c4)cnn3c21
 : i	i	15	i	i	i	i	i	i	2.6	i
- COc1ccc2nc(SC)c(C#N)cc2c1
 : i	i	8	i	i	i	i	i	i	0.4	i
- O=C1OC(N2CCN(C(=O)c3ccco3)CC2)c2ccccc21 (stereo not given)
 : i	i	22	i	i	i	i	i	i	-0.1	i
- CCOc1ccc(-c2nn3c(-c4ccccc4)nnc3s2)cc1
 : i	i	6	i	i	i	i	i	i	0.5	i
- CC(C)(O)C#Cc1ccc(C(=O)NC(CCCNC(N)=O)C(=O)O)s1 (stereo not given)
 : i	i	16	i	i	i	i	i	i	0.1	i
- COC1CCCCC1NS(=O)(=O)c1ccc(Cl)cc1 (stereo not given)
 : i	i	14	i	i	i	i	i	i	-0.2	i
- O=C(Cn1nc(Br)nc1Br)c1ccccc1
 : i	i	6	i	i	i	i	i	i	-0.5	i
- O=C(Cc1c(Cl)cccc1Cl)OCc1ccccn1
 : i	i	7	i	i	i	i	i	i	0.7	i
- COc1ccc(NC(=O)Nc2ccccc2C(N)=O)cc1
 : i	i	10	i	i	i	i	i	i	0.3	i
- COc1ccc(-c2cnnc(N/N=C/c3c(C)nn(-c4ccccc4)c3Cl)n2)cc1
 : i	i	15	i	i	i	i	i	i	0.9	i
- COc1cccc(OCCSc2nc(C)c(Cc3ccccc3)c(=O)[nH]2)c1
 : i	i	16	i	i	i	i	i	i	0.1	i
- Cc1ccc(-n2nnc3c(SCC(=O)NCC4CCCO4)ncnc32)cc1 (stereo not given)
 : i	i	16	i	i	i	i	i	i	0.1	i
- CCOc1ccccc1NC(=O)c1cc(=O)c2ccccc2o1
 : i	i	8	i	i	i	i	i	i	0.7	i
- Cc1nn(-c2cccc(Cl)c2)c2nc(-c3ccco3)cc(C(=O)O)c12
 : i	i	-8	i	i	i	i	i	i	-0.4	i
- COC(=O)c1ccc(C(=O)OC)c(NC(=O)CN2CCN(c3ccccc3OC)CC2)c1
 : i	i	24	i	i	i	i	i	i	.	i
- COc1cc2nc(N(CCCN(C)C)C(=O)c3ccc(S(=O)(=O)N(C)C4CCCCC4)cc3)sc2cc1OC
 : i	i	17	i	i	i	i	i	i	0.6	i
- CCc1c(C(=O)N2CCOCC2)csc1C
 : i	i	11	i	i	i	i	i	i	-0.1	i
- COc1ccc(OCc2cc(C(=O)N3CCN(CC4CC4)CC3)no2)c(Cl)c1
 : i	i	26	i	i	i	i	i	i	2.3	i
- COc1cc(OC)c(CN2CCc3c([nH]c4ccccc34)C2)cc1Br
 : i	i	-7	i	i	i	i	i	i	-0.4	i
- CSc1ccc(-c2c(C#N)c(N)nc3c2c(C)nn3-c2ccccc2)cc1
 : i	i	21	i	i	i	i	i	i	-0.2	i
- O=C(COC(=O)C1CCC(=O)N1)Nc1ccc(Cl)cc1Cl (stereo not given)
 : i	i	19	i	i	i	i	i	i	-29	i
- Cc1ccc(N=N/C(=C\O)C(=O)c2ccc(Cl)cc2)cc1
 : i	i	38	i	i	i	i	i	i	1.1	i
- Cc1cc(C)c(S(=O)(=O)C(C)C)c(=O)[nH]1
 : i	i	35	i	i	i	i	i	i	-0.3	i
- CCOCCCNC(=O)C(c1ccccc1)N(Cc1cccs1)C(=O)CNC(=O)c1ccccc1 (stereo not given)
 : i	i	6	i	i	i	i	i	i	0.0	i
- CCOC(=O)c1ccc(Nc2nc(=O)c3cccnc3s2)cc1
 : i	i	5	i	i	i	i	i	i	2.4	i
- COc1ccccc1CN1CN(S(=O)(=O)c2ccccc2)c2nc3ccccc3nc21
 : i	i	14	i	i	i	i	i	i	0.2	i
- COc1ccc(/C=N/NC(=O)CNC(=O)c2ccncc2)cc1OC
 : i	i	11	i	i	i	i	i	i	-12	i
- CC(C)Cc1ccc(CN2CCCC(NC(=O)CCN3CCCCC3=O)C2)cc1 (stereo not given)
 : i	i	5	i	i	i	i	i	i	-0.2	i
- CN(C)c1cc(N/N=C/c2ccc(Cl)cc2)nc(N(C)C)n1
 : i	i	-48	i	.	i	i	i	.	-0.1	.
- C=CCSc1nnc2c(n1)OC=Nc1ccccc1-2
 : i	i	22	i	i	i	i	i	i	-0.1	i
- O=[n+]1c2c(n([O-])c3cc(F)c(N4CCCC4)cc31)CCC2
 : i	i	5	i	i	i	i	i	i	-0.8	i
- N#C/C(=C\c1ccc(F)c(Br)c1)C(=O)NC1CC1
 : i	i	12	i	i	.	i	i	i	0.0	i
- COc1ccc(/C=C(/NC(=O)c2ccco2)C(=O)N2CCc3ccccc32)cc1OC
 : i	i	.	i	i	i	i	i	i	-0.6	i
- Cc1ccc(C)c(S(=O)(=O)N2CCCOC2CNC(=O)C(=O)NCc2ccccc2)c1 (stereo not given)
 : i	i	8	i	i	i	i	i	i	0.4	i
- O=C(/C=C/c1ccc(O)cc1)c1c(O)cc(O)cc1O
 : i	i	3	i	i	i	i	i	i	0.4	i
- CCOC(=O)C(C)Sc1nc(N2CCOCC2)c2c(c1C#N)CC(C)(C)OC2 (stereo not given)
 : i	i	1	i	i	i	i	i	i	0.2	i
- COc1cc(NS(=O)(=O)c2c(C)oc3c(F)c(F)c(F)c(F)c23)cc(OC)c1OC
 : i	i	34	i	i	i	i	i	i	-0.7	i
- O=C(Nc1cc(Cl)ccc1Cl)c1cc(-c2ccco2)on1
 : i	i	18	i	i	i	i	i	i	0.7	i
- COc1ccc(C2CC(c3ccccc3)=NN2C(=O)COC(=O)/C=C/c2ccc(O)c(OC)c2)cc1 (stereo not given)
 : i	i	11	i	i	i	i	i	i	-0.6	i
- O=C(NNS(=O)(=O)c1ccccc1)c1cccc([N+](=O)[O-])c1
 : i	i	28	i	i	i	i	i	i	-1.5	i
- CCN1CCCC1CNC(=O)Cn1cnc2ccc(S(=O)(=O)N3CCC(C)CC3)cc2c1=O (stereo not given)
 : i	i	3	i	i	i	i	i	i	-1.3	i
- Cc1nn(-c2ccc(F)cc2)c(C)c1/C=C/C(=O)N1CCNC(=O)C1
 : i	i	12	i	i	i	i	i	i	2.7	i
- Cc1ccn2c(C(=O)CSc3ccccc3Cl)c(C)nc2c1
 : i	i	7	i	i	i	i	i	i	-0.3	i
- CC(=O)Nc1ccc(-n2c(C)nc(=O)c(-c3ccccc3)c2C)cc1
 : i	i	5	i	i	i	i	i	i	-0.5	i
- S=C(NCc1ccccn1)Nc1cccc(Cl)c1
 : i	i	-3	i	i	i	i	i	i	0.8	i
- O=C(NC(=S)Nc1ccc(N2CCOCC2)cc1)c1ccco1
 : i	i	5	i	i	i	i	i	i	1.4	i
- COc1ccc(OC)c(NC(=O)CCNS(=O)(=O)c2cccs2)c1
 : i	i	14	i	i	i	i	i	i	-0.2	i
- O=C(CCCNS(=O)(=O)c1cccc2nsnc12)N1CCCCC1
 : i	i	10	i	i	i	i	i	i	-0.7	i
- COc1ccc(/C(C)=N/NC(=O)c2ccc(CSc3nncn3C)cc2)cc1
 : i	i	21	i	i	i	i	i	i	0.2	i
- Cc1ccc(O)c(CNc2nc3ccccc3n2C(C)C)c1
 : i	i	25	i	i	i	i	i	i	-1.5	i
- CCCCn1nc(NC(=O)CC(C)C)c2cc3cc(OC)ccc3nc21
 : i	i	21	i	i	i	i	i	i	-2.6	i
- C/C(=N\Nc1nncc2ccccc12)c1ccc(C(C)(C)C)cc1
 : i	i	9	i	i	i	i	i	i	1.5	i
- Cc1ccccc1-c1nc(Cc2ccccc2)no1
 : i	i	22	i	i	i	i	i	i	3.7	i
- O=C(CSc1nnc(-c2ccccn2)n1Cc1ccco1)c1ccc(Cl)cc1
 : i	i	11	i	i	i	i	i	i	-0.1	i
- CCN1C(=O)/C(=C2\SC(=S)N(CCCOC)C2=O)c2ccccc21
 : i	i	17	i	i	i	i	i	i	-0.3	i
- Nc1nonc1NN=C1CCCCC1
 : i	i	30	i	i	i	i	i	i	0.2	i
- Cc1ccc(OC(C)C(=O)Nc2cc(C)on2)cc1 (stereo not given)
 : i	i	0	i	i	i	i	i	i	-0.1	i
- CCOC(=O)C(CC)(CC)/C(C)=N/NC(=O)CC#N
 : i	i	-2	i	i	i	i	i	i	1.1	i
- O=C(N/N=C/c1cc([N+](=O)[O-])ccc1O)c1ccncc1
 : i	i	-91*	i	i	i	i	i	i	1.5	i
- O=C(c1ccccc1)C1CCN(c2ncccc2[N+](=O)[O-])CC1
 : i	i	4	i	i	i	i	i	i	-0.1	i
- COc1ccc(NC(=O)C(CC(C)C)NC(=O)C2CCCCC2)c(OC)c1 (stereo not given)
 : i	i	41	i	i	i	i	i	i	-1.1	i
- CC(C)OC(=O)C[N+](C)(C)CCN1C(=O)C2C(c3ccccc3)C=CC(c3ccccc3)C2C1=O (stereo not given)
 : i	i	-2	i	i	i	i	i	i	-0.3	i

An excerpt from above in order of count of non-hydrogen atoms, smallest number first.
Order of results: TRPC4 potent	TRPC6 inh	AI-2 QS mod	TRPC4 act	MrgX1 ag	PolyA inh	TRPC6 activator	TRPC4 inh	MrgX1 antagonist	HIF act	MrgX1 PAM
- CCOC(=O)C(CC)(CC)/C(C)=N/NC(=O)CC#N
 : i	i	-2	i	i	i	i	i	i	1.1	i
- O=C(NNS(=O)(=O)c1ccccc1)c1cccc([N+](=O)[O-])c1
 : i	i	28	i	i	i	i	i	i	-1.5	i
- CCOC(=O)C(C)Sc1nc(N2CCOCC2)c2c(c1C#N)CC(C)(C)OC2 (stereo not given)
 : i	i	1	i	i	i	i	i	i	0.2	i
